Source: PubChem (Sanford-Burnham Center for Chemical Genomics)
PMI inhibition – MPI inhibition at elevated mannose 6-phosphate – biochemical, fluorescence intensity, high mannose 6-phosphate, primary screen (AID 1220). recombinant PMI enzyme, coupled fluorescence intensity; higher % means a stronger effect. actives 0.66% (n = 190,000). inhibition, % at 20 µM; hits with a dose series show IC50 in µM
NOD2 inhibition – NOD2 signaling inhibitors, cell-based, luminescence, uHTS, HEK293 (AID 1566). HEK293 NOD2/NF-kB luciferase reporter, luminescence; higher % means a stronger effect. inhibition, % at 4 µM, or EC50 in µM where a hit was titrated. actives 0.63% (n = 290,000); note: many of its hits are not listed in these tables
NOD1 inhibition – NOD1 signaling inhibitors, primary screen, cell-based, luminescence, uHTS (AID 1578); NOD1-driven NF-kB luciferase reporter cells, luminescence; higher % means a stronger effect; one-dose inhibition, % at 4 µM; EC50 in µM for titrated hits; actives 1% (n = 290,000); in the data active = inhibition mostly above about 36%, no sharp cut-off; inactive = mostly below about 34%;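 note: HEK-293T reporter cells stimulated with the NOD1 agonist gamma-tri-DAP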
KOR beta-arrestin-1 – KOR agonists, beta-arrestin recruitment, primary screen, cell-based, luminescence, uHTS (AID 1777). actives 0.02% (n = 280,000). activation, % at 10 µM, or EC50 in µM where a hit was titrated. KOR beta-arrestin recruitment, luminescence; higher % means a stronger effect; in the data active = activation above about 50%, passing the limit was not always enough; note: a part of the inactive calls stands beside numbers as strong as those of hits
LYP phosphatase – inhibitors of LYP phosphatase, biochemical, fluorescence intensity, uHTS (AID 1779) | recombinant LYP phosphatase, fluorescence intensity; higher % means a stronger effect | one-dose inhibition, % at 11.5 µM; IC50 in µM for titrated hits | actives 0.054% (n = 290,000);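 note: plate controls were vehicle with enzyme for no effect and no enzyme for full effect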
XIAP antagonists – XIAP antagonists, biochemical, IAP family, fluorescence polarization (AID 1018) | displacement, % at 20 µM, or IC50 in µM where a hit was titrated | actives 0.007% (n = 200,000) | XIAP BIR domain, fluorescence polarization peptide displacement; higher % means a stronger effect; in the data active = displacement above about 50%; note: a part of the inactive calls stands beside numbers as strong as those of hits
TNAP activation fold – human TNAP enzyme activators, primary screen, biochemical, luminescent, no phosphate acceptor, uHTS (AID 1001) | purified TNAP, luminescent activation assay, no phosphate acceptor; higher activation fold means a stronger effect | activation fold at 20 µM; hits with a dose series show EC50 in µM | actives 0.03% (n = 200,000); in the data active = activation fold from about 3, or a potency from the dose series; inactive = the rest, 99 in 100 with activation fold below about 1.6; note: many of its hits are not listed in these tables
KOR beta-arrestin-2 – KOR antagonists, beta-arrestin recruitment, cell-based, luminescence, uHTS (AID 1778) | KOR beta-arrestin recruitment, luminescence, antagonist mode; higher % means a stronger effect | inhibition, % at 10 µM, or IC50 in µM where a hit was titrated | actives 0.091% (n = 290,000); note: strong numbers were not always called active
human PMI inhibition – MPI enzyme activity inhibition – biochemical, fluorescence intensity, coupled assay, primary screen (AID 1209). actives 0.42% (n = 190,000). one-dose inhibition, % at 20 µM; IC50 in µM for titrated hits. purified PMI enzyme, coupled fluorescence intensity; higher % means a stronger effect;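 note: plate controls were DMSO vehicle for no effect and wells lacking substrate for full effect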
Numbers without * were called inactive; nt = not tested or not shown; [ ] = another dose, or the depositor's remark. Cut-off read from the data, not from the text of the source, unless noted: active = inhibition above about 50%; inactive = the rest. Only part of the results is shown. The share of hits here may be higher or lower than overall.

molecule,LYP phosphatase,NOD1 inhibition,KOR beta-arrestin-1,human PMI inhibition,KOR beta-arrestin-2,XIAP antagonists,TNAP activation fold,NOD2 inhibition,PMI inhibition
CCOc1ccc(NC(=O)CC2CC(C)(C)OC2=O)cc1 (configuration not stated),-4%,-7%,8.6%,-2%,23%,-3.0%,1.1,6%,3%
C=CCNC(=S)N/N=C(\C)c1ccc(OC)cc1,5%,-24%,0.7%,21%,nt,-1.8%,0.9,-4%,-5%
C=CCNc1nc(N2CCCCC2)c(C#N)c2c1CN(Cc1ccccc1)CC2,-1%,-5%,-0.1%,23%,18%,-2.8%,1.2,0%,56%*
CC(C)=NN/C(N)=N/C(=S)Nc1ccc(C)cc1,-4%,-26%,0.3%,12%,15%,-4.4%,1.1,10%,6%
Cc1c(C)c2ccc(OC(C)C(=O)NCCCN3CCOCC3)c(C)c2oc1=O (configuration not stated),-13%,-20%,10%,nt,-36%,nt,nt,-1%,nt
COc1cc(C(=O)Nc2sc3c(c2C#N)CCN(C(C)=O)C3)cc(OC)c1OC,-3%,-8%,0.9%,6%,-16%,-4.1%,1,10%,4%
O=C(N[C@H](C(=O)O)c1ccccc1)C1CCC(Cn2nnc3ccccc3c2=O)CC1 (some centres not stated),-5%,-3%,-1.1%,nt,2%,nt,nt,4%,nt
CC(=O)Nc1nc(CC(C)C)cc2c1c(=O)oc1ccccc12,-5%,7%,4.6%,-4%,-34%,-6.1%,1.1,-11%,-8%
CC1=C(C)C(c2ccccc2)NC(=S)N1 (configuration not stated),-7%,-12%,1.1%,-2%,14%,-4.2%,0.9,2%,-13%
Cc1occc(=O)c1OCc1c(F)cccc1Cl,1%,-30%,-3.8%,-4%,18%,-4.4%,1.1,-2%,1%
CCn1c(=N)n(CC(=O)c2ccc(Cl)c(Cl)c2)c2ccccc21,-10%,-5%,3.0%,nt,-45%,nt,nt,-8%,nt
COc1ccc(C2Nc3ccccc3C(=O)N2NC(C)=O)c(OC)c1 (configuration not stated),-10%,-9%,-7.2%,nt,6%,nt,nt,8%,nt
C=CCOc1nc2sc(C)c(C)c2c(=O)n1-c1ccccc1,-10%,-4%,-0.3%,nt,-15%[20 µM],nt,nt,22%,nt
COc1ccc(Cl)cc1C(=O)Nc1cccc2ncccc12,-10%,13%,-5.8%,nt,-13%[20 µM],nt,nt,12%,nt
CCC(C)(C)NC(=O)C(c1ccc(F)cc1)N(Cc1ccco1)C(=O)c1snc(C(N)=O)c1N (configuration not stated),-2%,-9%,-2.8%,-12%,-19%,-1.9%,1.1,-6%,-7%
C/C(=N\NC(=O)C(=O)Nc1cccc(Cl)c1C)c1ccncc1,-8%,8%,-1.3%,-10%,-5%,-2.7%,1.7,-6%,-4%
O=C1NCCCC1C(=O)N/N=C/c1ccc([N+](=O)[O-])cc1 (configuration not stated),-3%,-6%,3.4%,nt,-7%,nt,nt,10%,nt
O=c1c2[nH]cnc2n(-c2cccc(Br)c2)c(=O)n1Cc1ccccc1,-8%,-4%,-4.6%,nt,19%,nt,nt,9%,nt
Cc1cccc(Cn2cc(SCC(=O)Nc3nccs3)c3ccccc32)c1,10%,-47%,45%,11%,-15%,-12%,1,-53%,10%
CC(C)OC(=O)CC(=O)CSc1nc(-c2ccc(F)cc2)cc(-c2ccccc2)c1C#N,-6%,-17%,-1.2%,3%,-15%,-24%,1,6%,-9%
CCOc1nc(C)ccc1-c1noc(CC)n1,-1%,-26%,-0.3%,10%,12%,-11%,1,14%,7%
O=C(NC(Cc1c[nH]c2ccccc12)C(=O)N/N=C/c1ccc(Cl)cc1)c1cccs1 (configuration not stated),8%,-43%,-0.1%,18%,-48%[20 µM],-1.2%,1.1,-11%,14%
COc1cccc(-c2nc(CS(=O)(=O)CC(=O)NC3CCCCCC3)c(C)o2)c1,-11%,10%,1.6%,nt,-28%,nt,nt,1%,nt
Cc1ccc2[nH]cc(CCNC(=O)CN3C(=O)c4ccccc4C3=O)c2c1,1%,-10%,0.6%,19%,-36%,-2.5%,1.2,1%,16%
COc1cc(NS(=O)(=O)c2ccc(C)cc2)c2ncccc2c1,-6%,-16%,-13%,26%,8%,-2.8%,1,13%,33%

One compound at a time (already shown).
CCC(C)(C)NC(=O)C(c1ccc(F)cc1)N(Cc1ccco1)C(=O)c1snc(C(N)=O)c1N (configuration not stated) in the list: LYP phosphatase: -2%; NOD1 inhibition: -9%; KOR beta-arrestin-1: -2.8%; human PMI inhibition: -12%; KOR beta-arrestin-2: -19%; XIAP antagonists: -1.9%; TNAP activation fold: 1.1; NOD2 inhibition: -6%; PMI inhibition: -7%
COc1cccc(-c2nc(CS(=O)(=O)CC(=O)NC3CCCCCC3)c(C)o2)c1 in the list: LYP phosphatase: -11%; NOD1 inhibition: 10%; KOR beta-arrestin-1: 1.6%; human PMI inhibition: nt; KOR beta-arrestin-2: -28%; XIAP antagonists: nt; TNAP activation fold: nt; NOD2 inhibition: 1%; PMI inhibition: nt

(listing goes on)
molecule,LYP phosphatase,NOD1 inhibition,KOR beta-arrestin-1,human PMI inhibition,KOR beta-arrestin-2,XIAP antagonists,TNAP activation fold,NOD2 inhibition,PMI inhibition
Cc1ccc(Nc2ccc(C(=O)O)cc2[N+](=O)[O-])cc1,-7%,2%,-1.6%,nt,2%,nt,nt,-9%,nt
Cc1cc(C)c(C)c(C(=O)c2ccccc2C(=O)O)c1C,-3%,-20%,-3.8%,4%,-24%[20 µM],-6.7%,1.1,18%,-4%
Cn1cc(CNCc2ccc(OC(F)(F)F)cc2)c(-c2ccc3c(c2)OCCO3)n1,-12%,75%*,3.2%,11%,-5%,-4.6%,1,39%,5%
CC1=Nn2c(nnc2-c2ccccc2)SC1,-3%,-7%,-4.1%,2%,24%,-2.1%,1.1,12%,5%
N#Cc1nc(-c2cccc3ccccc23)oc1NCC1CCCO1 (configuration not stated),-34%,8%,3.7%,nt,-1%,nt,nt,-40%,nt
CC(C)NC(=O)c1ccccc1NC(=O)c1ccccc1N(C)S(C)(=O)=O,-5%,-4%,-1.0%,3%,-30%,-6.0%,1.1,-9%,2%
Cc1cc(=O)[nH]c(Nc2ccc(Cl)cc2)n1,-13%,-13%,-0.5%,nt,7%,nt,nt,11%,nt
COc1ccc(/C=N/NC(=O)c2ccccc2NC(=O)c2ccco2)c(OC)c1,-4%,8%,3.0%,nt,-67%,nt,nt,-30%,nt
CC(CC(=O)N1CCN(c2ccccc2)CC1)S(=O)(=O)c1ccc2c(c1)NC(=O)CO2 (configuration not stated),-5%,35%,5.7%,nt,-62%,nt,nt,21%,nt
CN(C)CCNC(=O)Nc1ccc(F)cc1F,5%,-30%,-1.7%,-3%,-4%,-6.1%,1.1,-9%,4%
CC(=O)Nc1ccc(/C=C/c2nc3ccccc3[nH]c2=O)cc1,-4%,-40%,4.1%,nt,-59%,nt,nt,-14%,nt
COc1ccc(CC(=O)NNc2ncnc3c2cnn3-c2ccc(C)cc2)cc1,-7%,12%,-6.0%,0%,-35%,17%,2.2,3%,-6%
O=C(c1cccc(-c2nnc(-c3ccccc3)o2)c1)N1CCCCC1,2%,-28%,-2.5%,5%,14%,0.6%,1.1,-26%,6%
COc1cccc(C(=O)NCC(=O)N/N=C(C)\C=C\c2ccccc2)c1,2%,6%,-1.4%,-7%,-28%,2.2%,1.2,1%,-7%
CN(C)S(=O)(=O)c1ccc(C(=O)NCC2CC2(Cl)Cl)cc1 (configuration not stated),1%,14%,-4.7%,nt,-12%,nt,nt,-23%,nt
COCCCNC(=O)C1CCN(c2nc(C)cc(C)n2)CC1,-2%,-15%,-2.7%,3%,20%,-20%,1.1,-10%,-1%
COc1cc(NC(=O)CSc2nc3c(c(=O)n(C)c(=O)n3C)n2C)cc(OC)c1,-10%,-17%,-4.4%,nt,-3%,nt,nt,2%,nt
CCCN(CC(=O)Nc1ccc(Cl)cc1Cl)C(=O)/C=C/c1cccc([N+](=O)[O-])c1,0%,-22%,-5.1%,20%,5%,-8.6%,1,-6%,15%
COC(=O)N1C(=O)[C@](c2ccc(OC)cc2)(C(C)C)N1C(=O)OC,-8%,32%,-1.4%,nt,-34%[20 µM],nt,nt,22%,nt
COc1ccc(CCNc2ccc(N3C(=O)CC(C)C3=O)cc2[N+](=O)[O-])cc1OC (configuration not stated),-2%,26%,4.0%,-4%,-29%,-2.4%,0.8,19%,3%
Cc1ccc(S(=O)(=O)N(Cc2ccccc2)Cc2ccco2)cc1,0%,-5%,-5.7%,19%,16%,-7.8%,1.2,-6%,17%
Cc1ccc(-c2nc(C(=O)NCC3CCCO3)cc3c2[nH]c2ccccc23)cc1 (configuration not stated),-2%,41%,2.3%,nt,-52%[20 µM],nt,nt,24%,nt
COc1ccc(C(=O)/C=C/c2ccc(N3CCCCC3)c([N+](=O)[O-])c2)c(OC)c1,2%,-23%,4.3%,21%,49%,-14%,0.9,5%,16%
Cc1cc(N2CCCC2=O)c(N)cc1N,-9%,-22%,3.2%,8%,8%,-5.1%,1,-2%,4%
COC(=O)c1cc(=O)n(Cc2ccc(F)cc2)c(=Nc2ccccc2)s1,1%,-6%,3.0%,nt,-4%,nt,nt,-39%,nt

Next entries.
molecule,LYP phosphatase,NOD1 inhibition,KOR beta-arrestin-1,human PMI inhibition,KOR beta-arrestin-2,XIAP antagonists,TNAP activation fold,NOD2 inhibition,PMI inhibition
Cc1cc(C)c(NC(=O)COC(=O)/C=C/c2cccs2)c(C)c1,3%,-31%,2.6%,6%,-12%,-7.8%,0.9,-1%,5%
COC(=O)c1ccc(C2/C(=C(\O)c3ccc(OC)c(C)c3)C(=O)C(=O)N2c2cc(C)on2)cc1 (configuration not stated),0%,-25%,-3.1%,-6%,-9%,-5.0%,1,12%,-8%
COc1cc(CC(=O)O)c([N+](=O)[O-])cc1OC,-4%,-12%,0.2%,nt,0%,nt,nt,6%,nt
CCOC(=O)c1nnc(-c2ccccc2)nc1Sc1ccccc1Cl,-2%,45%,-3.8%,1%,14%,-2.1%,1.1,5%,2%
Cc1ccc(NC(=O)c2snc3ccc(Cl)cc23)cc1C,8%,-38%,-0.9%,18%,-29%,0.4%,1.2,-60%,10%
CCOC(=O)c1c(-c2cccc(N)c2)cn2ccccc12,-2%,-26%,1.7%,11%,-4%,-7.6%,1,3%,5%
CCOc1ncccc1C(=O)NCc1cccc(OC)c1,-6%,-12%,6.0%,4%,-32%,-2.5%,1.2,-4%,6%
Cc1cc(NC(=O)c2cccc([N+](=O)[O-])c2)no1,-3%,-6%,7.9%,nt,-2%,nt,nt,17%,nt
N=C1SCC(=O)N1c1ccccc1Cl,-8%,9%,-4.3%,nt,16%,nt,nt,38%,nt
CN(C)CCN1C(=O)C(=O)/C(=C(/O)c2ccc(F)cc2)C1c1ccccc1F (configuration not stated),-10%,-3%,-3.8%,-5%,-40%,-4.3%,1,2%,-4%
CC1=NCCN1S(=O)(=O)c1ccccc1[N+](=O)[O-],-12%,-15%,-2.2%,4%,-21%,-6.0%,1,12%,5%
COc1ccc(CCNC(=O)COc2ccc(S(=O)(=O)NC(C)C)cc2)cc1OC,-12%,-13%,-4.1%,-9%,4%,-7.0%,1,14%,-6%
CC(c1ccco1)N(C(=O)C12CC3CC(CC(C3)C1)C2)c1ccccn1 (configuration not stated),-2%,17%,-2.6%,9%,-14%,4.7%,1,-14%,10%
Cc1cc(C)cc(NC(=S)Nc2cccc3ccccc23)c1,2%,-18%,-5.1%,nt,-1%,nt,nt,8%,nt
COC(=O)c1oc2nc(C)cc(C)c2c1N,-4%,-24%,-3.4%,7%,-7%,-4.7%,1.1,3%,2%
NC(=O)NC(c1ccccc1)c1ccccc1F (configuration not stated),-8%,-29%,-1.5%,3%,-3%,-0.4%,1.1,-6%,3%
